C2C12 statin – protects C2C12 myotubes from simvastatin toxicity; ATP luminescence, 48 h; scaled: DMSO 0, geranylgeraniol control 100; rescue of ATP level, % at 7.49 µM; actives 0.78% (n = 330,000); AID 602340;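 active means mean ATP rescue above about 67%, or every replicate alone reaching that limit, limit read from the data, passing the limit was not always enough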;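 further: myotubes were challenged with 10 µM simvastatin during compound exposure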
SIRT5 block – sirtuin-5 (human) deacylase inhibition; actives 1.1% (n = 330,000); Q9NXA8; Purified SirT5, succinyl-peptide AMC, trypsin-coupled fluorescence; inhibition, % at 15 µM; AID 652115; in the data active means inhibition above about 15%
DENV2 CPE rescue – DENV2-induced cell death inhibition; DENV2-infected cells, cytopathic effect rescue, plate reader; CPE inhibition, % at 9.99 µM; actives 1.7% (n = 350,000); in the data active means CPE inhibition above about 20%, passing the limit was not always enough; tested in BHK-21 cells;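 further: 0% = median of neutral control wells and 100% = median of positive control wells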
E-selectin induc – induces E-selectin expression in human endothelial cells | P16581 | HUVEC E-selectin immunofluorescence imaging; normalized: neutral wells 0, TNF-alpha wells 100 | activation, % at 7.58 µM | actives 0.37% (n = 260,000) | AID 686992;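 active means mean E-selectin-positive cell signal at least 10% of the positive control, reached in at least 60% of replicates, without over 20% cell loss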;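 further: in these data hits start at about 27%; measured in HUVEC primary endothelial cells; signal is the percent of cells scored E-selectin positive by PE staining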
Target sequence (P16581 whole entry, looked up): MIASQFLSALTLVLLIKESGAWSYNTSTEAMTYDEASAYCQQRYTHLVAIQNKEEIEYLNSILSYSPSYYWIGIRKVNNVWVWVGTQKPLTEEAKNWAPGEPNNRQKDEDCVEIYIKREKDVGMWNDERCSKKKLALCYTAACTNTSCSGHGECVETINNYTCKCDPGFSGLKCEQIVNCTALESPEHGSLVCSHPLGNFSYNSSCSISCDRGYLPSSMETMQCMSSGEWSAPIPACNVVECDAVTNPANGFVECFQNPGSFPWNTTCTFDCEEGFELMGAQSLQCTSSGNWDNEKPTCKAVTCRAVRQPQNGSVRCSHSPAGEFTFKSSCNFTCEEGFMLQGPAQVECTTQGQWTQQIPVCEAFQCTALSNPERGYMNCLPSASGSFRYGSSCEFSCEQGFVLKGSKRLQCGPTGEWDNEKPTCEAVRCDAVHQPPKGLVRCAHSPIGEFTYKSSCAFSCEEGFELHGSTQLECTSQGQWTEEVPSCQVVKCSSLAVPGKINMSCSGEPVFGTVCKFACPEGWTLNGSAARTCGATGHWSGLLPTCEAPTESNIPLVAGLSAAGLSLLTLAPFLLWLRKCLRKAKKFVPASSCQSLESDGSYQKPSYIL
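Test system: HUVEC; input: 3,000 HUVEC/well; measured by: immunofluorescence imaging; read-out: % PE-positive cells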
ERp5 block – ERp5 (human) disulfide isomerase inhibition; ERp5 insulin aggregation, absorbance 650 nm, 90 min; inhibition, % at 9.99 µM; actives 0.05% (n = 350,000); AID 651711;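 active means mean replicate inhibition above about 25%, with every replicate also reaching it, limit read from the data, passing the limit was not always enough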
S100A4 MyoIIA – inhibitors of human S100A4 binding to myosin IIA peptide; actives 0.14% (n = 360,000); P26447; S100A4/TAMRA-MyoIIA peptide fluorescence polarization; inhibition, % at 10.7 µM;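 active means mean inhibition of at least 70% across replicates, with every replicate also reaching that level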
Target sequence (P26447 whole entry, looked up): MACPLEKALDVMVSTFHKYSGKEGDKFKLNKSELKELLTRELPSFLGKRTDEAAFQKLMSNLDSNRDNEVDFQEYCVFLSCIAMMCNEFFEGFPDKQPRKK
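Test system – S100A4 monomer (human) · Compound – single-point compound testing · Schedule – 5 min incubation before reading · Probe or stimulus – TAMRA-labelled myosin IIA heavy-chain peptide probe, 5 nM · Benchmarks – neutral control DMSO, positive control TFP · Medium – Calcium-containing HEPES buffer, pH 7.2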
PglD DTNB – inhibitors of Campylobacter jejuni PglD acetyltransferase | purified PglD enzyme, DTNB colorimetric CoA detection | inhibition, % at 12.5 µM | actives 0.098% (n = 360,000); in the data active means inhibition above about 16%, passing the limit was not always enough; further: strong numbers were not always called active
Numbers without * were called inactive; · = not tested or not shown; & = joins results of further samples. Only part of the results is shown. The share of hits here may be higher or lower than overall.

SMILES | C2C12 statin | SIRT5 block | DENV2 CPE rescue | E-selectin induc | ERp5 block | S100A4 MyoIIA | PglD DTNB
COc1ccccc1OCC(O)CN1CCN(C(=O)c2ccccc2)CC1 (stereo not given) | -4 | -3 | 8 | -0.1 | -4 | -4 | -1
c1ccc2oc(-c3ccc(Nc4nc(N5CCOCC5)nc(N5CCOCC5)n4)cc3)nc2c1 | · | 0 | 7 | -0.2 | 2 | -6 | ·
C[C@@H]1CCCCO[C@H](CN(C)CC2CC2)[C@@H](C)CN([C@@H](C)CO)C(=O)c2cc(NS(=O)(=O)c3cccs3)ccc2O1 | · | · | -5 | 0.0 | · | · | 0
CCOC(=O)CC1(NC(=O)C2CCC(=O)N(C3CC3)C2)CCCCC1 (stereo not given) | -1 | -2 | 0 | -0.1 | 4 | 10 | ·
O=C(NC(=S)N1CCN(c2ccccc2)CC1)c1ccccc1 | -3 | -3 | -6 | · | 3 | 2 | 4
COc1ccc(N2CCN(CCCNC(=O)C3CCCN(S(=O)(=O)c4cnc[nH]4)C3)CC2)cc1 (stereo not given) | -2 | · | -2 | · | 9 | -4 | 3
CC1(C)Cc2c(C#N)c(N3CCN(C(=O)c4ccco4)CC3)nc(-c3ccco3)c2CS1 | 121* | · | · | 0.1 | · | · | -2
C[C@@H]1CN([C@H](C)CO)C(=O)c2cccc(NS(=O)(=O)c3ccccc3)c2O[C@H]1CN(C)CC1CCCCC1 | 25 | 3 | -5 | 0.3 | -3 | 12 | 2
CCC(=O)N(C)C[C@@H]1Oc2ncc(C#CC(C)(C)O)cc2C(=O)N([C@@H](C)CO)C[C@@H]1C | -12 | 14 | -5 | -0.1 | 12 | 1 | -3
COc1ccc(NC(=O)CSc2nc(N)c(C#N)cc2C#N)cc1 | · | 0 | -3 | · | -6 | 7 | ·
O=C(COC(=O)c1ccc(OC(F)F)cc1)NCCNC(=O)COC(=O)c1ccc(OC(F)F)cc1 | -11 | -6 | 10 | · | 2 | -3 | 7
CCOc1ccc(N(CC(=O)NC2CCCC2)C(=O)Cn2nnc(-c3ccc(C)o3)n2)cc1 | 4 | -3 | 9 | · | 0 | 1 | 1
O=C(C[C@@H]1C[C@@H]2c3cc(NC(=O)CC4CC4)ccc3O[C@@H]2[C@@H](CO)O1)NCC1CC1 | 0 | 1 | -1 | -0.2 | 0 | -4 | -4
O=C(NN=Cc1ccc2c(c1)CCC2)c1ccccc1[N+](=O)[O-] | -1 | 8 | -7 | 3.1 | 2 | -1 | 7
Cc1cc(N2CCCC2)nc2ccc(NC(=S)NC(C)C)cc12 | -15 | -5 | 1 | 1.5 | 3 | 1 | ·

Part of the list above, in markdown.
| Molecule | C2C12 statin | SIRT5 block | DENV2 CPE rescue | E-selectin induc | ERp5 block | S100A4 MyoIIA | PglD DTNB |
| --- | --- | --- | --- | --- | --- | --- | --- |
| c1ccc2oc(-c3ccc(Nc4nc(N5CCOCC5)nc(N5CCOCC5)n4)cc3)nc2c1 | · | 0 | 7 | -0.2 | 2 | -6 | · |
| C[C@@H]1CCCCO[C@H](CN(C)CC2CC2)[C@@H](C)CN([C@@H](C)CO)C(=O)c2cc(NS(=O)(=O)c3cccs3)ccc2O1 | · | · | -5 | 0.0 | · | · | 0 |
| CCOC(=O)CC1(NC(=O)C2CCC(=O)N(C3CC3)C2)CCCCC1 (stereo not given) | -1 | -2 | 0 | -0.1 | 4 | 10 | · |

The list continues:
SMILES | C2C12 statin | SIRT5 block | DENV2 CPE rescue | E-selectin induc | ERp5 block | S100A4 MyoIIA | PglD DTNB
COc1cc2c(cc1OC)CN(C(C)C(=O)Nc1cccc(S(=O)(=O)N3CCOCC3)c1)CC2 (stereo not given) | · | -1 | 15 | · | 2 | -5 | ·
COCCN(CC(=O)Nc1cccc(C)c1C)C(=O)c1cc(-c2ccncc2)nc2ccccc12 | -2 | 0 | 6 | 0.0 | 3 | -6 | ·
Cc1cc(=O)oc2cc(NC(=O)C(CCCN=C(N)N)NC(=O)OCc3ccccc3)ccc12 (stereo not given) | 4 | -104 | -5 | 0.3 | -5 | -3 | -2
CNC[C@@H]1Oc2ccc(NS(=O)(=O)c3ccccc3)cc2C(=O)N([C@H](C)CO)C[C@H]1C | -4 | -4 | -11 | · | -3 | 16 | -12
c1ccc(-c2ccc3c(n2)CCCN3Cc2ccccn2)cc1 | · | · | 18 | 0.2 | 0 | -4 | ·
Cc1ccc(Nc2cc(C)nc3nc(C)nn23)c(C)c1 | 3 | · | 3 | 0.3 | 5 | 5 | 1
Cc1cc2oc(=O)cc(CN(C)Cc3ccccc3)c2cc1Cl | 7 | 1 | 1 | -0.1 | 9 | -5 | -4
COc1ccc(C(=O)Nc2ccc(N3CCN(C)CC3)cc2)cc1OC | 0 | 2 | 7 | · | -4 | -10 | -2
Cc1ccc(S(=O)(=O)Nc2ccc3c(c2)C(=O)N(C)[C@H]2CC[C@@H](CC(=O)O)O[C@H]2CO3)cc1 | 10 | -3 | 13 | 0.2 | -3 | -5 | -1
CC1(C)CC(CNCCC(c2ccc(F)cc2)c2ccco2)CCO1 (stereo not given) | -21 | 9 | 10 | 4.5 | 3 | -6 | 3
C[C@H](CO)N1C[C@H](C)[C@H](CN(C)CC2CCCCC2)Oc2ccc(NC(=O)Nc3cccc4ccccc34)cc2CC1=O | -18 | 14 | 0 | 0.2 | -2 | 12 | 2
COc1ccccc1-c1cccc(-c2nc(C(=O)Nc3nccs3)cc3c2[C@@H](CCO)N(C(C)=O)C3)c1 | · | -5&-3 | -18&-5 | -0.2 | -3 | -9&43 | ·
COc1cccc2c(=O)n(CC(=O)N3CCCCCC3)ccc12 | -1 | -1 | 10 | -0.1 | -11 | -6 | -5
C[n+]1cccc(NC(=O)c2ccccc2)c1 | · | -2 | 11 | 5.8 | -1 | -2 | ·
CCOC(=O)c1sc(N)nc1-c1ccccc1 | 2 | -2 | 5 | -1.5 | -6 | -2 | -5

2 records drawn at random from those above:
SMILES | C2C12 statin | SIRT5 block | DENV2 CPE rescue | E-selectin induc | ERp5 block | S100A4 MyoIIA | PglD DTNB
COc1cccc2c(=O)n(CC(=O)N3CCCCCC3)ccc12 | -1 | -1 | 10 | -0.1 | -11 | -6 | -5
Cc1cc(=O)oc2cc(NC(=O)C(CCCN=C(N)N)NC(=O)OCc3ccccc3)ccc12 (stereo not given) | 4 | -104 | -5 | 0.3 | -5 | -3 | -2

Filtered by structure, the entries above containing a furan ring, fused or not.
SMILES | C2C12 statin | SIRT5 block | DENV2 CPE rescue | E-selectin induc | ERp5 block | S100A4 MyoIIA | PglD DTNB
CC1(C)Cc2c(C#N)c(N3CCN(C(=O)c4ccco4)CC3)nc(-c3ccco3)c2CS1 | 121* | · | · | 0.1 | · | · | -2
CCOc1ccc(N(CC(=O)NC2CCCC2)C(=O)Cn2nnc(-c3ccc(C)o3)n2)cc1 | 4 | -3 | 9 | · | 0 | 1 | 1
CC1(C)CC(CNCCC(c2ccc(F)cc2)c2ccco2)CCO1 (stereo not given) | -21 | 9 | 10 | 4.5 | 3 | -6 | 3

Other entries follow:
SMILES | C2C12 statin | SIRT5 block | DENV2 CPE rescue | E-selectin induc | ERp5 block | S100A4 MyoIIA | PglD DTNB
Cc1cc(C)n2nc(SCC(=O)N3CCC(C)CC3)nc2n1 | 1 | · | 11 | 0.1 | 0 | 0 | -1
Cn1nc(-c2ccccc2)c(C(=O)NCC(=O)O)c1Cl | · | -1 | 0 | · | 5 | -8 | ·
O=C(CNS(=O)(=O)c1ccc(Br)cc1)NCc1ccncc1 | -5 | -10 | 2 | · | -5 | -2 | 4
Cc1cc(=O)oc2cc(OC(=O)CCN3C(=O)c4ccccc4C3=O)ccc12 | -1 | -23 | -15 | · | 1 | 4 | ·

Looked up above:
Value of Cn1nc(-c2ccccc2)c(C(=O)NCC(=O)O)c1Cl in ERp5 block: 5
Value of Cc1cc(C)n2nc(SCC(=O)N3CCC(C)CC3)nc2n1 in C2C12 statin: 1
